Bioassay records (PubChem)
NS3 helicase inh = HCV NS3 helicase inhibition; inhibition, % at 10.9 µM; 0.56% of 290,000 active; NS3 helicase DNA unwinding, Cy5 molecular beacon fluorescence;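 active means inhibition above the mean of all tested compounds plus 3 SD, set per campaign, cut at about 35% in these data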;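 further: 0% = DMSO wells and 100% = thioflavine S control wells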
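test system = hepatitis C virus NS3 helicase domain fragment enzyme | reagent = annealed dual-labelled DNA beacon duplex, ATP-started | times = 1 h at 25 °C | detection = Cy5 fluorescence, 0 and 60 min reads | read-out basis = percent inhibition from t60/t0 fluorescence ratio | control set = DMSO and thioflavine S | replication = one well per compound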
VIM-2 inhibitor = inhibitors of Pseudomonas aeruginosa VIM-2 metallo-beta-lactamase. 0.89% of 290,000 active. AID 1527. inhibition, % at 5.6 µM. purified VIM-2, nitrocefin hydrolysis, epi-absorbance fluorescence;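 active means inhibition above the mean of all tested compounds plus 3 SD, cutoff set per screening run, cut at about 7.5% in these data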;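 further: red hydrolysis product quenches plate fluorescence so inhibitors raise well fluorescence; 0% = enzyme with DMSO and 100% = DMSO without enzyme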
FID counter = counter-screen for HCV NS3 helicase inhibitors: DNA intercalator displacement; DNA fluorescent intercalator displacement, fluorescence; inhibition, % at 7.9 µM; 0.17% of 290,000 active; AID 1845; in the data active means inhibition above about 37%;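 further: 0% = vehicle and 100% = reference compound; higher means more ethidium bromide displaced from hairpin DNA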
PHOSPHO1 block = inhibitors of human PHOSPHO1 phosphatase; AID 1565; Q8TCT1; recombinant PHOSPHO1, absorbance phosphatase assay; 1.1% of 290,000 active; inhibition, % at 13.3 µM; in the data active means inhibition above about 60%
IMP-1 inhibitor = inhibitors of Pseudomonas aeruginosa IMP-1 metallo-beta-lactamase | purified IMP-1, nitrocefin hydrolysis, epi-absorbance fluorescence | inhibition, % at 5.6 µM | 0.45% of 290,000 active | AID 1556;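 active means inhibition above the mean plus 3 SD of all compounds in the same screening run, cut at about 4.5% in these data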;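 further: 0% = IMP-1 with DMSO and 100% = DMSO wells lacking enzyme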
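System: Purified recombinant IMP-1 metallo-beta-lactamase enzyme | Measured by: Fluorescence quenching readout, ex 480/em 530 nm | Replication: Singlicate | Incubation: 15 min preincubation plus 25 min reaction at 25 °C | Evaluation: Percent inhibition from optical density relative to buffer-blank wells | Benchmarks: DMSO with and without IMP-1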
GalR3 antag = blocks the human galanin receptor 3 | inhibition, % at 3 µM | AID 651719 | 0.44% of 360,000 active | HEK293 GalR3-CNG cAMP membrane potential fluorescence; galR3 body fused to GalR1 C-terminus;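 active means inhibition above the screen-wide average plus 3 SD, cut at about 13% in these data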;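 further: forskolin and galanin both at EC90 stimulate the cells; cAMP rise reported by CNG channel membrane potential dye signal; 0% = forskolin plus galanin with DMSO and 100% = forskolin alone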
Target sequence (O60755 1-299 limits assumed): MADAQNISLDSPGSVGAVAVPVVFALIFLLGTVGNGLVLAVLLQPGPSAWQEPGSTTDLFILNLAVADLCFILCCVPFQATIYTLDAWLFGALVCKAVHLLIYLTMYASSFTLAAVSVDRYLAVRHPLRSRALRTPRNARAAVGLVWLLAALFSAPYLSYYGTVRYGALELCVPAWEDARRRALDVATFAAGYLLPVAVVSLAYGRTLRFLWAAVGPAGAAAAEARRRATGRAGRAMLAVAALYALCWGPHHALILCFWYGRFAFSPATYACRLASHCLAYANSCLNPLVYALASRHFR
OXTR ag = activates the human oxytocin receptor; P30559; 0.32% of 320,000 active; activation, % at 3 µM; CHO-OTR cells, Fluo-8 calcium fluorescence; normalized: DMSO 0%, oxytocin 100%;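 active means activation above the mean of all tested compounds plus 3 SD, cutoff set per screening run, cut at about 20% in these data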;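 further: peak over basal fluorescence ratio from a 100 s FLIPR kinetic read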
Target sequence (P30559 whole entry, looked up): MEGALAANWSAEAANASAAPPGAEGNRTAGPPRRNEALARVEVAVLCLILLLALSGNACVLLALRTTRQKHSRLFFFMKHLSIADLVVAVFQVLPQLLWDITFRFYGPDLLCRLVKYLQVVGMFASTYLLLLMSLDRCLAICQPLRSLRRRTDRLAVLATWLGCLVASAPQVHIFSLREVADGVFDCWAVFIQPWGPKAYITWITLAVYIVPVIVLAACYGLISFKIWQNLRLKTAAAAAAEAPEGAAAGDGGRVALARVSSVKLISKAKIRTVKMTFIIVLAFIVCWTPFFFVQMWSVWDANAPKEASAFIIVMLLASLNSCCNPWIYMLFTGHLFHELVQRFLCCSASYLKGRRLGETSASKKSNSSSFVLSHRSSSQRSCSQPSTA
V1aR counter = counter-screen for oxytocin receptor agonists: human V1a receptor agonists. activation, % at 3 µM. CHO-V1R cells, Fluo-8 calcium fluorescence, agonist mode; 0% DMSO, 100% 3 nM vasopressin. P37288. 0.25% of 320,000 active;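 active means activation above the mean activation of all tested compounds plus 3 SD, per screening run, cut at about 20% in these data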;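 further: signal is peak over basal fluorescence ratio across a 100 second FLIPR read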
GPR7 antag = blocks human GPR7 receptor signaling | GPR7-expressing cells, fluorescence antagonist assay | inhibition, % at 4.4 µM | 1.1% of 290,000 active; in the data active means inhibition above about 16%, passing the limit was not always enough;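 further: cells stimulated with the agonist NPW; 0% = agonist with vehicle and 100% = vehicle without agonist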
Target sequence (P48145 whole entry, looked up): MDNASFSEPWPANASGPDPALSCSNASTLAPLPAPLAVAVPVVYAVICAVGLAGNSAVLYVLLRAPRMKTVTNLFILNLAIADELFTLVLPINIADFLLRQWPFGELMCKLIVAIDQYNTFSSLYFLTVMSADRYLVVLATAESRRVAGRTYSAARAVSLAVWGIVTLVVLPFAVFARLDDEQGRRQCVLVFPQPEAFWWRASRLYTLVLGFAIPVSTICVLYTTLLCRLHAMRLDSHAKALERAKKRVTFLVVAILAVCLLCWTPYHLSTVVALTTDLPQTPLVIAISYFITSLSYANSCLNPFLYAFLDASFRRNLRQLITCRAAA
The depositor's hits bear a star; nt = not tested or not shown; & = joins results of further samples. No enrichment for hits. Share with any hit: about 4.3%.

#	mol	GPR7 antag	IMP-1 inhibitor	VIM-2 inhibitor	NS3 helicase inh	GalR3 antag	OXTR ag	V1aR counter	FID counter	PHOSPHO1 block
1	COc1ccc(Cc2nnc(NC(=O)c3ccc(F)cc3)s2)cc1OC	-2	-3.0	-3.9	47*	2	-1.0	1.5	-29	3
2	Cc1cccc(Sc2ccc([N+](=O)[O-])cn2)c1	7	-2.9	-1.3	6	3	-2.0	-0.8	4	-12
3	Cc1ccc(NC(=O)Cn2nnc(C(=O)NCc3cccs3)c2N)c(C)c1	-8	-1.7	-1.0	-4	1	1.0	1.0	-6	34
4	Cc1ccc(C)c(Cn2nnc3c(=O)[nH]c(C4CCN(S(=O)(=O)c5ccc(S(=O)(=O)NC6CC6)cc5)CC4)nc32)c1	1	-1.1	-0.2	-34	-7	0.5	0.7	-43	36
5	CSc1nnc(CCNS(=O)(=O)c2ccccc2Br)n1C	4	-2.0	-2.0	20	-1	1.2	0.5	-6	10
6	Cc1cc(Cl)c(OCCOCCN2CCCC(C)C2)c(Br)c1 (stereo unspecified)	-7	-2.4	-2.6	-14	-6	4.7	2.2	24	50
7	O=C(CSc1nc(-c2ccco2)cc(C(F)(F)F)n1)N1CCN(c2ccc(Cl)cc2)CC1	-10	-2.6	-0.1	-6	-5	-1.1	-1.5	-8	-2
8	CC1CCN(CCCNC(=O)C2CCN(S(=O)(=O)N3CCCCC3)CC2)CC1	-8	-2.8	-2.3	2	-1	1.4	0.7	7	27
9	CCn1c(=O)c(C(=O)NNS(=O)(=O)c2ccc(NC(=O)OC)cc2)c(O)c2ccccc21	3	-3.0	-5.3	5	-6	-0.5	0.0	-7	19
10	CC(C)N1CCN(Cc2cccn2-c2nccs2)CC1CCO (stereo unspecified)	-11	-0.7	-0.3	-6	0	-0.2	0.1	-2	32

The last 2 compounds of the section before open the next one:
#	mol	GPR7 antag	IMP-1 inhibitor	VIM-2 inhibitor	NS3 helicase inh	GalR3 antag	OXTR ag	V1aR counter	FID counter	PHOSPHO1 block
9	CCn1c(=O)c(C(=O)NNS(=O)(=O)c2ccc(NC(=O)OC)cc2)c(O)c2ccccc21	3	-3.0	-5.3	5	-6	-0.5	0.0	-7	19
10	CC(C)N1CCN(Cc2cccn2-c2nccs2)CC1CCO (stereo unspecified)	-11	-0.7	-0.3	-6	0	-0.2	0.1	-2	32
11	N/C(=N\OC(=O)c1cccc(Cl)c1)c1ccccn1	-9	-2.0	-5.0	4	-4	-1.4	0.8	-2	7
12	O=C(O)c1ccc(NCCc2ccc(Cl)cc2)c([N+](=O)[O-])c1	3	-3.9	0.4	26	-4	11	4.9	-16	1
13	CN(C)CCCN(C(=O)c1cc(Cl)sc1Cl)c1nc2cc3c(cc2s1)OCO3	19	-0.1	-1.7	-25	-7	13	17	29	-21
14	CCN(C(=O)Cn1c(=O)oc2ccccc21)C1CCS(=O)(=O)C1 (stereo unspecified)	-11	-3.5	-3.8	-2	-1	0.5	0.2	0	2
15	Cc1cccnc1NC(=O)c1c(O)c2cccc3c2n(c1=O)CCC3	-10	-2.7	-2.0	6	-2	3.1	1.1	-9	-60
16	Cc1ccc(C2=NS(=O)(=O)N(C)C(C(=O)NCc3cccs3)=C2)cc1	9	-0.2	-0.6	-10	nt	1.5	2.8	-8	2
17	O=C(CCC(=O)Nc1ccc(Br)cc1)N/N=C/c1ccc(F)cc1	5	0.5	-1.6	8	-1	0.1	1.2	-9	25
18	COc1ccc(-c2noc(CSc3nc4sc(C)c(C)c4c(=O)n3-c3ccccc3)n2)cc1	0	-1.9	-0.2	2	-1	-1.3	0.0	0	-3
19	COCc1ccc(CN2CCCC(CCC(=O)NCc3ccc(C)o3)C2)o1 (stereo unspecified)	-20	-2.6	-1.3	2	6	0.1	0.5	2	27
20	Clc1ccc(OCc2nn3c(-c4ccco4)nnc3s2)c(Cl)c1	0	-2.5	-4.4	-10	-3	1.4	0.8	-2	-25
21	COc1ccc2ccccc2c1/C=N/N1C(=O)CSC1=S	-14	22*	0.4	18	-3	-1.0	-0.5	-13	-68
22	O=C(COC(=O)[C@@H]1CCCN1S(=O)(=O)c1ccc(Cl)cc1)NC1CC1	-1	-3.4	-0.5	7	0	-0.6	-0.4	-10	42
23	CCOC(=O)c1sc2nc(CC(=O)OC)nc(NCCN(CC)CC)c2c1C	-3	1.3	-1.3	-6	-3	-0.2	0.2	11	1
24	CCC(C)NC(=O)Cn1cnc2sc(C)c(S(=O)(=O)N3CCN(c4ncccn4)CC3)c2c1=O (stereo unspecified)	-4	-1.1	-0.1	1	-3	-0.5	0.1	-9	6
25	COc1cccc(NC(=S)N(Cc2ccco2)C(C)c2ccco2)c1 (stereo unspecified)	-4	-2.0	-0.2	-7	-2	-1.0	-0.2	0	2
26	Cc1cccc(C(=O)Nc2ccccc2C(=O)Nc2ccc(C(=O)O)cc2)c1	-12	-0.3	0.2	15	-3	-0.1	0.2	-32	24
27	CC1=CC(=O)c2ccccc2C1=O	-15	-3.5	-1.2	16	5	-0.6&1.1	-0.1&0.7	-5	-6
28	COc1ccc(C2Nc3ccccc3C(=O)N2c2ccccc2)cc1CSc1ccccn1 (stereo unspecified)	0	-3.2	-3.1	-6	-3	-1.8	0.9	-11	2
29	CCCCNC(=S)N/N=C/c1sccc1C	-16	-3.6	-3.9	-4	-9	-2.0	-1.1	-21	-13
30	CCOc1ccc(CCNC(=O)CSc2cc(=O)n(CC)c3ccccc23)cc1OCC	-10	-3.1	-2.6	-4	-12	-2.5	-1.4	-38	-2
31	CCN(CC)CCCN(Cc1cc2cc(OC)ccc2[nH]c1=O)C(=O)Nc1ccc(F)cc1	1	-1.9	-3.4	-5	-1	0.1	0.1	12	-14
32	Cc1nnc(NC(=O)CN2CCN(Cc3ccc(F)cc3Cl)CC2)s1	-5	-4.2	-3.2	-1	-7	-0.3	-0.4	-5	nt
33	N#CC1(c2ccccc2)CCC(=O)N1Cc1ccccc1 (stereo unspecified)	2	-0.8	-2.1	-5	-5	-0.8	0.3	-11	8
34	O=C(CN(CCc1ccccc1)C(=O)CN1C(=O)COc2ccccc21)NCc1ccco1	-12	-6.4	-0.8	3	-6	0.7	-0.3	-29	-3
35	Cc1ccc2cccc(OCc3cccc([N+](=O)[O-])c3)c2n1	1	-4.1	-5.5	9	-5	-0.4	0.9	-13	-20
36	O=c1[nH]c2ccccc2n2c(-c3ccncc3)nnc12	-3	-1.0	-0.2	6	11	nt	nt	-1	19
37	O=C(COc1ccc(F)cc1)N1CCCc2ccccc21	1	-2.2	-3.0	4	-8	-1.6	-0.8	-11	22
38	CCN1C(=O)CC(Sc2ccccc2C(=O)O)C1=O (stereo unspecified)	-4	-3.5	-1.1	2	-6	1.2	0.1	0	5
39	N[C@@H](Cc1ccc(O)cc1)c1nnc([C@H](CO)NC(=O)C2CCNCC2)o1	-17	-4.0	-4.4	-3	-2	0.4	0.2	-1	26
40	Cc1cc(C(=O)N/N=C/c2ccc[nH]2)no1	-8	-4.8	-3.3	7	-11	-0.1	1.1	-4	-24
41	O=C(NCCOc1ccccc1F)C1CCC(=O)N(CC2CCCCC2)C1 (stereo unspecified)	2	-1.7	-3.2	1	-7	nt	nt	-41	12
42	O=C(NC(=S)NCc1ccccc1)c1cccc(Cl)c1	-8	-2.1	-1.2	-11	-5	0.0	5.1	-9	9
43	Cc1nc(C#N)c(NCc2ccc3c(c2)OCO3)o1	4	-4.4	-4.4	9	-2	0.6	-0.3	-4	18
44	Brc1ccc2[nH]c3c(N4CCc5ccccc5C4)ncnc3c2c1	3	-1.6	-0.9	-7	nt	24*	9.8	2	5
45	O=C(Nc1ccc2ncccc2c1)c1ccccc1Cl	-1	-2.1	-0.8	2	-6	0.8	1.8	8	31
46	COc1ccc(CN2CCc3c([nH]c4ccccc34)C2)cc1Br	42*	1.7	0.3	-42	-5	0.0	1.2	10	29
47	COC(=O)c1ccc(NC(=O)Nc2ccc(OC)cc2)cc1	-3	-0.3	-1.3	-12	-8	4.0	6.2	-1	-3
48	O=[N+]([O-])c1ccc(CNc2ccc(Cl)cc2)s1	-9	-2.5	-1.1	12	-12	-2.0	0.9	14	nt
49	COC(=O)COc1ccc2cccc(-n3cnnn3)c2c1	-18	-3.4	-2.5	10	5	1.0	0.0	-3	-10
50	CCc1ccccc1NS(=O)(=O)c1ccc(OC)c2ncccc12	2	-3.3	-2.7	-8	-11	-1.2	3.8	-16	22
51	O=C(Cc1ccc(Cl)cc1)Nc1ccc(S(=O)(=O)N2CCOCC2)cc1	7	-2.4	-0.9	-10	-5	14	11	-2	22
52	CCCn1nnc(NC(=O)/C=C/c2ccccc2)n1	-4	-2.3	-0.8	-12	-3	-1.0	0.3	-7	24
53	O=C(CCc1nnc(-c2ccc3c(c2)OCO3)o1)NC(c1cccnc1)C(F)(F)F (stereo unspecified)	-4	-2.6	-1.2	-8	-3	0.9	0.9	-14	-1
54	Cc1cc(C)c(NC(=O)C(=O)NCc2ccco2)c(C)c1	-7	-1.9	-3.5	3	nt	-2.7	-1.0	0	16
55	COc1ccccc1NC(=O)CCCC(=O)OCC(=O)c1ccc(F)cc1	-2	-1.2	-1.2	-3	-8	-0.2	0.5	-35	2
56	CCCN(CCC)C(=O)c1cc2c(=O)[nH]c3ccc(C)cc3c2s1	-14	-2.2	-1.5	2	-1	-2.3	5.2	-14	-1
57	O=C(CN1CCN(C(c2ccccc2)c2ccccc2)CC1)Nc1ccc(N2CCOCC2)cc1	-13	-1.6	-2.9	-3	2	-0.8	-0.4	-1	16
58	COc1ccc2nc(NC(=O)CSc3nnc4n3C(C)(C)Cc3ccccc3-4)sc2c1	-10	-3.1	-3.0	-1	0	1.8	0.3	-4	-6
59	CCC1(C)Cc2ccccc2-c2nc(NCCO)n(-c3ccccc3)c(=O)c21 (stereo unspecified)	-12	1.3	-0.4	7	-4	2.1	0.6	-34	-14
60	Cc1sc2nc(-c3cccnc3)nc(Cl)c2c1-c1ccccc1	-10	-1.1	-0.1	11	-9	-1.2	-0.9	-9	-4

The list continues.
#	mol	GPR7 antag	IMP-1 inhibitor	VIM-2 inhibitor	NS3 helicase inh	GalR3 antag	OXTR ag	V1aR counter	FID counter	PHOSPHO1 block
61	CC(Oc1ccc2c(c1)oc(=O)c1ccccc12)C(=O)NCCN1CCOCC1 (stereo unspecified)	17	2.7	14*	6	-1	1.3	2.8	13	22
62	O=C(Nc1cccnc1)c1cc([N+](=O)[O-])ccc1Cl	-4	-3.2	-3.1	5	-5	0.0	0.9	2	24
63	COc1ccccc1-c1cc(C(=O)N/N=C/c2sccc2C)c2ccccc2n1	-6	-1.8	-0.3	1	-3	4.5	2.0	-7	21
64	CCOC(=O)C1=C(CSc2nccn2C)NC(=O)NC1c1ccc(OC)cc1 (stereo unspecified)	-15	4.4	1.5	11	-5	0.3	-0.4	-17	21
65	CCCc1c(C(=O)N/N=C(\C)c2ccc(O)cc2)nnn1-c1nonc1N	-2	-3.8	-1.0	-1	-7	1.3	0.4	-22	18
66	COc1cccc(OC)c1C1=NC(C)(C)CO1	-10	-1.2	-1.9	-3	4	0.7	0.0	-3	18
